HTT ATP protect – Huntington cell model cytoprotection by ATP luminescence; AID 1471; Potency, µM (top dose mostly 56.4 µM), for the others: cytoprotection (ATP increase), usual class: activators; 230,000 tested, 0.14% active; PC12 HTT-Q103 induced, cytoprotection, ATP luminescence, 40 h;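 further: % of control where 0% means no effect; nearly all actives have a fitted effect of over 45% in size; toxic huntingtin expression switched on by the ecdysone agonist tebufenozide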
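Quantitative HTS on tebufenozide-induced (100 nM) PC12 cells expressing HTTQ103 exon 1–GFP; compounds tested as a concentration series; survival measured via cellular ATP.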
Tau fluor counter – counter-screen for tau fibril formation inhibitors | tau K18 P301L Alexa594 fluorescence, heparin fibrillization | Potency, µM (series often up to 57.7 µM), for inactives: top-dose activity change, negative = decrease | 280,000 tested, 0.93% active | AID 1463; further: on the % scale 0 is the no-effect control and ±100 the full control effect; nearly all actives have a fitted effect of over 55% in size
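Human K18 P301L tau (15 uM unlabeled plus 0.24 uM Alexa 594-labeled, final) in 100 mM sodium acetate pH 7 was mixed with compound and 20 uM heparin and incubated 6 hr at 37 C.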
RECQ1 inh – blocks DNA unwinding by human RECQ1; P46063; RECQ1 DNA unwinding, red fluorescence kinetic read; Potency, µM (doses to about 57.3 µM), inactives show at the highest dose activity, negative = inhibition, most hits filed as inhibitors; 240,000 tested, 0.54% active;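 further: plate controls were vehicle for no effect and no enzyme for full effect; nearly all actives have a fitted effect of over 30% in size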
Target sequence (P46063 whole entry, looked up): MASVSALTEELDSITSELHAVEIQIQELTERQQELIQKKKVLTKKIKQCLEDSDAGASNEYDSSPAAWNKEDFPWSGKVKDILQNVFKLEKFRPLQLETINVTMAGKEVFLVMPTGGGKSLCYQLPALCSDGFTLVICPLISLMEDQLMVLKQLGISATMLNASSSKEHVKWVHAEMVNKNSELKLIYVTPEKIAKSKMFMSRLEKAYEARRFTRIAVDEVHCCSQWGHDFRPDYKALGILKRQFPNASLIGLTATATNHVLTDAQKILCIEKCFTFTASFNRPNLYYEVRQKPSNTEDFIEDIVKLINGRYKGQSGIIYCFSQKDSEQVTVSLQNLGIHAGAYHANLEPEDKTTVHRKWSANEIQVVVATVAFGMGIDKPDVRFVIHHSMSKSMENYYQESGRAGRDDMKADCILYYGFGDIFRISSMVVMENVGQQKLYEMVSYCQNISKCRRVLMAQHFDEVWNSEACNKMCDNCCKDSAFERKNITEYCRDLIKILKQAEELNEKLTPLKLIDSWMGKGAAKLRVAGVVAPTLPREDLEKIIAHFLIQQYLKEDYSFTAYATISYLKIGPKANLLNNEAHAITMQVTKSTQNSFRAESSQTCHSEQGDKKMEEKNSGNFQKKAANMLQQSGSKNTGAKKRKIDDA
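RECQ1T1 50 nM; forked duplex (20 bp + 30-nt ss tails) 200 nM, ATP 2 mM final; pH 8.0, 2 mM MgCl2, 2.5 ug/ml poly(dI-dC); 15 min compound preincubation; discontinuous kinetic read over 2 h at RT.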
TR SRC2 fluor cs – alters Texas Red total fluorescence, flagging assay interference | AID 1479 | Potency, µM (doses to about 106 µM), for the others: at the highest dose fluorescence change, negative = quenching | TRb/SRC2 Texas Red total fluorescence interference | 280,000 tested, 0.29% active; active means well fitted curve in either direction with a large enough effect; inconclusive means small, poorly fitted or top-dose-only effect; further: on the % scale 0 is the no-effect control and ±100 the full control effect
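Human TRβ ligand-binding domain (0.6 uM) and Texas Red SRC2 peptide (20 nM) in Tris buffer with 1 uM T3 and 5% DMSO were incubated with pinned compound for 5 hr at ambient temperature. Total fluorescence was computed as S + 2P (555/632 nm).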
Tau fibril FP – tau fibrillization inhibition (FP) | P10636 | K18 P301L tau heparin fibrillization, Alexa594 FP, 6 h | Potency, µM (series often up to 57.7 µM), inactives show at the highest dose activity, negative = inhibition, most hits filed as inhibitors | 280,000 tested, 0.39% active; further: on the % scale 0 is the no-effect control and ±100 the full control effect; nearly all actives have a fitted effect of over 55% in size
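Read-out: fluorescence polarization of Alexa 594-labeled tau (0.24 uM), 555 nm excitation, 632 nm emission. Mixtures held 15 uM unlabeled K18 P301L, compound and 20 uM heparin, pH 7 acetate buffer, incubated 6 hr at 37 C.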
TRb SRC2 PPI – inhibitors of human thyroid hormone receptor beta-SRC2 interaction. Potency, µM (top dose mostly 106 µM), inactives show top-dose activity change, negative = inhibition, most hits filed as inhibitors. TRbeta-SRC2 peptide binding, fluorescence polarization; receptor liganded with 1 µM T3. 280,000 tested, 0.065% active;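 further: plate controls were bound peptide for no effect and peptide without receptor for full effect; nearly all actives have a fitted effect of over 50% in size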
Target sequence (P10828 whole entry, looked up): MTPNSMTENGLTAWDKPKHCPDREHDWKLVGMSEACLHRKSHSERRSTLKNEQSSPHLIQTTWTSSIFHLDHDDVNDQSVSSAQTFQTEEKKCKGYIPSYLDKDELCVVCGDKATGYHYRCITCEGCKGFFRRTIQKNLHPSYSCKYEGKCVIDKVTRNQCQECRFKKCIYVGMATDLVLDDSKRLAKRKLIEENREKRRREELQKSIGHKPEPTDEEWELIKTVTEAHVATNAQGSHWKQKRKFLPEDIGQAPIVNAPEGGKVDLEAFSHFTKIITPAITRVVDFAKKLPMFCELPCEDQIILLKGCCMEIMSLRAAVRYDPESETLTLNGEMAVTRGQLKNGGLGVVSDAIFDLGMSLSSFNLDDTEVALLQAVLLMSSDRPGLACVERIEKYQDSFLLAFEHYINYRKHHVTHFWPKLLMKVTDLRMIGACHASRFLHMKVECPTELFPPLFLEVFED
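Fluorescence polarization of 20 nM Texas Red SRC2 peptide (20-aa NR interaction domain) bound to 0.6 uM human TRb ligand-binding domain, with 1 uM T3, after 5 hr at ambient temperature; inhibition seen as decreased polarization.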
Tau fibril ThT – inhibitors of human tau fibril formation, thioflavin T binding. P10636. recombinant tau K18 P301L (four-repeat tau fragment), heparin-induced fibrillization, ThT fluorescence. Potency, µM (series often up to 57.4 µM), for the others: at the top dose activity, negative = inhibition, actives largely listed as inhibitors. 270,000 tested, 2.1% active. AID 1460; further: on the % scale 0 is the no-effect control and ±100 the full control effect; nearly all actives have a fitted effect of over 55% in size
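Tau K18 P301L fragment (15 uM unlabeled plus 0.24 uM Alexa 594-labeled) in 100 mM sodium acetate pH 7 with compound, fibrillization induced by 20 uM heparin for 6 hr at 37 C. Thioflavin T (30 uM) added, fluorescence read after 1 hr (ex 450, em 510 nm).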
L3MBTL1 block – blocks human L3MBTL1; AlphaScreen L3MBTL1–H3K9me1 peptide binding; Potency, µM (titrated, usually from 57.1 µM), without a hit: at the highest dose activity, negative = inhibition, most hits filed as inhibitors; Q9Y468; 230,000 tested, 0.66% active; further: on the % scale 0 is the no-effect control and ±100 the full control effect; nearly all actives have a fitted effect of over 60% in size
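L3MBTL1 50 nM + b-AHA-H3(1-15)K9me1 75 nM, 30 min RT; compound added, 30 min RT; streptavidin donor/Ni-chelate acceptor beads 10 ug/mL each final, 30 min RT dark; AlphaScreen read.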
Starred values were filed as active, the others as inactive; i = inactive; ? = inconclusive; . = not tested or not shown; [ ] = another dose, or the depositor's remark. Unless noted, the call rests on the fitted dose curve; in most records, active means well fitted curve in the direction sought with a large enough effect; inconclusive means small, poorly fitted or top-dose-only effect, or another doubt; inactive means no such curve, though single readings can be large; an effect the other way counts as inactive or inconclusive. Potency means the concentration at half of the fitted maximal effect. A portion of the library; count on the stated rates, not on these rows.

SMILES | HTT ATP protect | Tau fluor counter | RECQ1 inh | TR SRC2 fluor cs | Tau fibril FP | TRb SRC2 PPI | Tau fibril ThT | L3MBTL1 block
O=C1CSC(c2ccccc2[N+](=O)[O-])N1c1ccccc1 (configuration not stated) | -18.2% | -10.0% | i | -2.0% | -12.0% | 0.3% | -7.9% | -15.0%
Cc1ccc(S(=O)(=O)c2c(C(=O)c3ccccc3)cnc3cc4c(cc23)OCCO4)cc1 | 3.9%[10 µM] | -10.7% | -5.8% | -6.2% | -8.2% | -4.2% | -8.2% | -2.6%
CCN(CC)C(=O)c1ccc2c(c1)N(Cc1ccccc1)C(=O)CS2=O (configuration not stated) | -23.0% | 2.7% | -1.2% | -0.9% | -0.9% | -15.9% | -2.9% | 1.7%
Cn1nc(-c2ccc(Cl)cc2)c2cc(C(=O)N3CCN(c4ccccn4)CC3)sc21 | -27.5% | -20.0% | -8.7% | 1.7% | 12.0% | 3.8% | ? | .
CCC(CCC(=O)Nc1nncs1)C(=O)O (configuration not stated) | 20.8% | -8.3% | -13.7% | -3.4% | 6.1% | -4.2% | -19.6% | .
Cc1cccc2nc(-c3ccccc3)nc(N[C@@H](CO)c3ccccc3)c12 | 17.0%[10 µM] | 13.3% | 1.7% | -3.6% | 5.0% | 6.4% | 9.9% | 5.7%
Cc1ccc(-n2ncc3c(NC4CCCCCC4)ncnc32)cc1 | . | -16.8% | . | -3.1% | -6.0% | 9.8% | -8.8% | .
O=[N+]([O-])c1ccc(-c2ccc(/C=N/Nc3nc(N4CCCCC4)nc(N4CCCCC4)n3)o2)cc1 | 3.2%[10 µM] | ? | -1.6% | 2.3% | 3.9% | -2.3% | ? | 10.5%
Clc1ccc(/C=N/Nc2nnc(-c3ncc[nH]3)c3ccccc23)cc1 | -76.0%[inhibitor] | ? | -9.7% | -0.8% | 5.9% | 4.6% | ? | -11.3%
O=C(NCCc1ccccc1)C1c2ccccc2C(=O)N1C1CC1 (configuration not stated) | -10.6% | -4.8% | i | 1.0% | -1.2% | 4.2% | -1.9% | -3.0%
CCCc1nc(SCc2ccccn2)c2c(=O)n(C)c(=O)n(C)c2n1 | 10.4% | -7.4% | -13.9% | 0.0% | -3.2% | 2.7% | -17.9% | 3.7%
CN(C)c1ccc(C(CNS(=O)(=O)c2ccc(Cl)cc2)N2CCCC2)cc1 (configuration not stated) | . | 1.5% | . | -1.6% | -1.7% | 4.3% | 5.5% | .
CCN1/C(=C2\C(=O)N(C)C(=S)N2c2ccccc2)C=Cc2ccccc21 | -7.9%[10 µM] | -20.2% | 0.0% | -3.0% | 5.2% | 6.5% | ? | .
CC(C)(C)c1ccc(-c2nc(C#N)c(NCc3cccnc3)o2)cc1 | -53.3%[inhibitor] | ? | -12.3% | 1.7% | 11.3% | -3.9% | ? | .
CC(/C=C/c1cccc([N+](=O)[O-])c1)=N\NC(=O)c1ccncc1 | 33.9%[10 µM] | 0.9% | i | -3.0% | 4.8% | 0.0% | ? | 19.8%
COc1cc(C(=O)N2CC(=O)Nc3ccc(C)cc3C2c2ccc(F)cc2)cc(OC)c1OC (configuration not stated) | . | -8.0% | . | -0.1% | -0.6% | 4.6% | -8.7% | .
COCCNS(=O)(=O)c1cc(OC)c(Cl)cc1Cl | 15.9% | 5.0% | i | -2.0% | 2.3% | -1.1% | -2.2% | .
CC1CCC(C(C)C)C(OC(=O)COC(=O)c2ccc(=O)[nH]c2)C1 (configuration not stated) | 1.3%[10 µM] | -14.8% | i | -4.1% | 1.9% | -10.4% | -13.5% | 7.4%
CCc1nnc2n1N=C(c1ccc([N+](=O)[O-])cc1)CS2 | 3.9%[10 µM] | -21.3% | 18.3% | -1.1% | -4.8% | 6.8% | ? | 12.2%
CCCCCNC(=O)Cc1ccc(OC)cc1 | -26.1% | 2.7% | 13.5% | 1.3% | 11.4% | 3.0% | -1.4% | .
COc1cc(OC)c(NC(=O)c2cnn(-c3cccc(Cl)c3C)c2C2CCN(C(=O)OC(C)(C)C)CC2)cc1Cl | . | -22.3% | . | -6.0% | -8.9% | 5.2% | -9.7% | .
CC(C)n1c(=S)[nH]c2c1c(=O)[nH]c(=O)n2C | -16.8% | -18.3% | -6.6% | 0.4% | ? | 1.1% | ? | -6.4%
Cc1noc(C)c1S(=O)(=O)Nc1ccc(C(=O)NC2CCCCCC2)cc1 | -38.8%[inhibitor] | -12.4% | -0.7% | -5.1% | -0.6% | -0.6% | -11.6% | 3.9%
Cc1sc2ncn(CC(=O)NCC(=O)N(C)Cc3ccccc3)c(=O)c2c1C | 14.9%[10 µM] | -3.2% | 0.2% | -0.2% | -8.4% | -2.1% | -1.6% | 10.8%
CC(C)(C)CN1C(=O)C(=O)NC[C@H]1Cc1ccc(O)cc1 | -5.0%[10 µM] | 5.5% | 3.7% | -0.7% | 12.2% | 4.8% | -3.3% | .

Single entries from the list.
Reading of `COc1cc(C(=O)N2CC(=O)Nc3ccc(C)cc3C2c2ccc(F)cc2)cc(OC)c1OC` (configuration not stated) in TR SRC2 fluor cs: -0.1%
Reading of `Cc1noc(C)c1S(=O)(=O)Nc1ccc(C(=O)NC2CCCCCC2)cc1` in Tau fibril ThT: -11.6%
Reading of `CC1CCC(C(C)C)C(OC(=O)COC(=O)c2ccc(=O)[nH]c2)C1` (configuration not stated) in HTT ATP protect: 1.3%[10 µM]
Reading of `CC(C)(C)c1ccc(-c2nc(C#N)c(NCc3cccnc3)o2)cc1` in TR SRC2 fluor cs: 1.7%
Reading of `O=C1CSC(c2ccccc2[N+](=O)[O-])N1c1ccccc1` (configuration not stated) in TRb SRC2 PPI: 0.3%
Reading of `COc1cc(OC)c(NC(=O)c2cnn(-c3cccc(Cl)c3C)c2C2CCN(C(=O)OC(C)(C)C)CC2)cc1Cl` in Tau fibril ThT: -9.7%

Profiles from above. Order of screens: HTT ATP protect | Tau fluor counter | RECQ1 inh | TR SRC2 fluor cs | Tau fibril FP | TRb SRC2 PPI | Tau fibril ThT | L3MBTL1 block
Record of CCc1nnc2n1N=C(c1ccc([N+](=O)[O-])cc1)CS2 → 3.9%[10 µM] | -21.3% | 18.3% | -1.1% | -4.8% | 6.8% | ? | 12.2%
Record of O=[N+]([O-])c1ccc(-c2ccc(/C=N/Nc3nc(N4CCCCC4)nc(N4CCCCC4)n3)o2)cc1 → 3.2%[10 µM] | ? | -1.6% | 2.3% | 3.9% | -2.3% | ? | 10.5%

Later entries:
SMILES | HTT ATP protect | Tau fluor counter | RECQ1 inh | TR SRC2 fluor cs | Tau fibril FP | TRb SRC2 PPI | Tau fibril ThT | L3MBTL1 block
CCc1ccc(CNC(=O)Cn2ccc3cc(S(=O)(=O)N4CCCCCC4)ccc32)cc1 | . | -11.8% | . | 0.6% | 1.3% | 5.0% | ? | .
COc1cccc2c(=O)n(CC(=O)Nc3ccccc3)ccc12 | -10.7%[10 µM] | -11.1% | -3.2% | -1.2% | -1.8% | 7.0% | -7.8% | 7.6%
Cc1ccc(C)c(NC(=O)CC2NCCNC2=O)c1 (configuration not stated) | . | -5.3% | . | -2.3% | 7.2% | 10.1% | -2.2% | .
C=CCn1c(-c2ccc(C)cc2)nc2ccccc21 | -38.6%[inhibitor] | -9.5% | -8.7% | -2.2% | -2.9% | -1.3% | -24.2% | .
CCCSc1nnc(Cn2c(=O)sc3ccccc32)n1-c1ccccc1 | 17.5% | -5.3% | -6.1% | 1.5% | -6.3% | 7.1% | -3.1% | -5.4%
COC(=O)c1ccccc1Sc1c(/C=N/OC(=O)c2ccccc2)c(C(F)(F)F)nn1C | 13.2% | -21.6% | i | 1.1% | -8.4% | -1.5% | 1.5% | .
CCOC(=O)CNC(=O)CSc1nnc(-c2ccco2)n1Cc1ccco1 | -21.9% | -18.0% | -13.8% | 1.6% | -2.5% | -22.9% | ? | 29.4%
Cc1ccccc1Cc1c(C)nc2nc(SCC(=O)NCc3ccco3)nn2c1C | -21.5% | -0.1% | i | 3.8% | -1.0% | 0.2% | -7.4% | -4.4%
COc1cccc(CC2(CO)CCCN(Cc3ccc(CN4CCCCC4)s3)C2)c1 (configuration not stated) | 5.4%[10 µM] | 5.3% | -3.0% | -0.6% | -0.7% | 4.4% | 3.7% | -11.9%
COC(=O)[C@@]1(Cc2ccc(OC)cc2)[C@H]2c3cc(C(=O)N4CCCC4)n(Cc4ccccn4)c3C[C@H]2CN1C(=O)c1ccccc1 | -15.8% | -8.2% | i | 0.5% | 0.2% | 0.0% | ? | .
CSc1ccccc1NC(=O)c1ccco1 | -9.5% | 5.2% | -6.8% | -1.8% | -0.6% | -8.2% | -2.2% | -2.2%
O=C(CN(Cc1ccccc1)S(=O)(=O)c1ccc(F)cc1)NCCC1=CCCCC1 | -69.9%[inhibitor] | -12.8% | -15.7% | 1.5% | 4.9% | -0.4% | ? | 17.2%
O=C(NCc1ccccc1)c1cccc(NS(=O)(=O)c2cccc3cccnc23)c1 | -12.8%[10 µM] | -5.5% | -8.0% | -1.1%[53 µM] | -6.4% | -0.6%[53 µM] | 5.8% | 7.3%
CCCC(C(=O)O)N1C(=O)/C(=C/c2cccn2C)SC1=S (configuration not stated) | 6.1%[10 µM] | -4.4% | -1.7% | -3.2% | -6.5% | -2.6% | 6.1% | -25.0%
O=C(CN1C(=O)C2CCCCC2C1=O)N1CCN(c2ncccn2)CC1 (configuration not stated) | 12.6%[10 µM] | -1.6% | 0.1% | -1.8% | 5.8% | -7.3% | -4.4% | 9.1%
CCOc1ccc(NC(=S)N(CCOC)C(C)c2cccnc2)cc1 (configuration not stated) | -5.4% | -15.4% | -2.4% | -1.0% | -0.8% | 1.5% | -17.3% | .
COc1ccc(C(OC(=O)c2ccco2)C(=O)NCC2CCCO2)cc1 (configuration not stated) | -2.0%[10 µM] | 0.7% | -7.8% | 0.8% | 6.5% | 4.0% | -8.6% | 5.2%
O=C(CSc1nc2ccccc2n1CC(=O)Nc1ccc(F)cc1F)Nc1ccc(F)cc1 | . | -10.3% | . | -1.5% | ? | 6.1% | 0.4% | .

From PubChem BioAssay
